Wee1 degr inh = human Wee1 degradation inhibition, primary screen | P30291 | HeLa Luc-Wee1K328M stability, luciferase luminescence; 100% = proteasome inhibitor MG132 effect | reporter increase, % at 5 µM | 1.2% of 220,000 active | AID 1321;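 active = activation above the mean of all tested compounds plus 3 SD, set per screening run, cut at about 8.8% in these data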;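 note: cells exposed to compound for 20 h before luminescence read; 0% = DMSO alone and 100% = MG132 at 30 µM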
KLK5 inh = inhibitors of human kallikrein 5 | recombinant hK5, fluorogenic AMC substrate cleavage | inhibition, % at 5 µM | AID 873 | 0.59% of 210,000 active;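 active = inhibition of 40% or more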;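 note: 0% = enzyme controls without compound and 100% = no-enzyme blanks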
FXIIa inh 1536 = factor XIIa (human) inhibition; P00748; purified FXIIa, Boc-QGR-AMC fluorogenic substrate, 2 h; inhibition, % at 5 µM; 0.3% of 220,000 active; in the data active = inhibition above about 40%;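 note: 0% = enzyme with no compound and 100% = blank without enzyme; many of its hits are not listed in these tables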
Furin inhibitor = human furin inhibition | P09958 | purified furin, fluorogenic substrate cleavage | inhibition, % at 30 µM | 0.061% of 220,000 active | AID 463115; in the data active = inhibition above about 25%; note: inactives centre near -15
p97 inhibitor = inhibitors of human p97 ATPase; 0.42% of 220,000 active; inhibition, % at 8 µM; recombinant p97 ATPase, Kinase-Glo ATP luminescence, 3 h; P55072; in the data active = inhibition above about 15%;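 note: 0% = DMSO vehicle and 100% = wells lacking enzyme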
FXIa inh = factor XIa (human) inhibition | P03951 | inhibition, % at 5 µM | AID 798 | 0.14% of 220,000 active | purified FXIa, Boc-Glu-Ala-Arg-AMC fluorogenic substrate;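 active = inhibition of at least 40%; inactive = inhibition below 40%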;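 note: fluorescence of freed AMC excited at 355 nm; 0% = enzyme without compound and 100% = no enzyme blank; many of its hits are not listed in these tables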
PERK inhibitor = inhibitors of human PERK kinase; inhibition, % at 5.6 µM; Q9NZJ5; 0.17% of 220,000 active; CHO PERK-DD fusion, SEAP luminescence translation reporter;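 active = inhibition above the mean inhibition of all tested compounds plus 3 SD, set separately per screening campaign, cut at about 2.9% in these data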;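 note: PERK kinase domain activated by AP20187 dimerizer at 100 nM; 0% = DMSO with dimerizer and 100% = rapamycin at 8.4 µM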
KCC2 mod = KCC2 (human) Cl- transport modulation; Q9H2X9; KCC2 cells, thallium flux FluoZin-2 fluorescence; B-score of Tl+ flux slope (higher = more flux/activation; lower = inhibition) at 10 µM; 2.2% of 190,000 active; AID 1456;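 active = thallium flux slope and its plate-corrected score both differing from the plate sample mean at a set confidence after two filtering rounds, in either direction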;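 note: slope of fluorescence scaled to starting intensity during 10 to 20 s after thallium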
Target sequence (Q9H2X9 whole entry, looked up): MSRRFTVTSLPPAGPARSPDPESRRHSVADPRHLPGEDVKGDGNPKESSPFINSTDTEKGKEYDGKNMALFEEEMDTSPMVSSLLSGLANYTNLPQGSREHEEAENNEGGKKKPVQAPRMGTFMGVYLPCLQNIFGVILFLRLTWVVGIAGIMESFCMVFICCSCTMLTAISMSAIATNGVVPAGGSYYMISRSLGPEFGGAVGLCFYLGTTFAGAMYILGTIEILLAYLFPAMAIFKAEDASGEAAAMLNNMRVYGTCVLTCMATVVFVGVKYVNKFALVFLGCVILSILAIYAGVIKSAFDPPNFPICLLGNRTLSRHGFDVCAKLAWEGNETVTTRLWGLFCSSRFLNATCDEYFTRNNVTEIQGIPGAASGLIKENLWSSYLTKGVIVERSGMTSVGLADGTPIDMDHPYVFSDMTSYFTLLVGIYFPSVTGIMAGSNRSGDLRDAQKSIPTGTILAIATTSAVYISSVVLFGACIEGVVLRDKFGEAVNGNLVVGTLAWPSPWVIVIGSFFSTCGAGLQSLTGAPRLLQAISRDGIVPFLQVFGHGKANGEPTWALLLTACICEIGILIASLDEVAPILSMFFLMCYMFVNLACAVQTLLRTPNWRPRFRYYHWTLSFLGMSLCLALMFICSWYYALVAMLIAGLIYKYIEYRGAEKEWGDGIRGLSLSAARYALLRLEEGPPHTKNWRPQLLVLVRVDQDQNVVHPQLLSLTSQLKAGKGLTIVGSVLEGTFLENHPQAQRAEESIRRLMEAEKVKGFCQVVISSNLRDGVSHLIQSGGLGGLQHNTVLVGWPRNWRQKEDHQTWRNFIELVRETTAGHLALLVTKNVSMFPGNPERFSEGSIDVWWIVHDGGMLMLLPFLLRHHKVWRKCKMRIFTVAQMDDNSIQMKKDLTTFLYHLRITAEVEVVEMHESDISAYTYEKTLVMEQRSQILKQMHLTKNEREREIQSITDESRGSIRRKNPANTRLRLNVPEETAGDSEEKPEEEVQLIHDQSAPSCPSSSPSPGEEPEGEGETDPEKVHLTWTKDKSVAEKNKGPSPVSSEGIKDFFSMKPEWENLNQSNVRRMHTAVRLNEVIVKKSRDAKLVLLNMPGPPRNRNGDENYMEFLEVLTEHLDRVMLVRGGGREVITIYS
thrombin 1536 = blocks human thrombin protease activity | 0.26% of 220,000 active | inhibition, % at 5 µM | P00734 | alpha-thrombin, Boc-VPR-AMC fluorogenic substrate cleavage;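 active = inhibition at or above 40%; inactive = inhibition below 40%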;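 note: 0% = enzyme with no compound and 100% = wells without enzyme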
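System – human alpha-thrombin · Medium – pH 7.5 Tris (50 mM) with NaCl 150 mM, Tween 20 0.05% · Compound – single-point dosing at 5 µM, 0.2% DMSO · Incubation – enzyme reaction carried out at room temperature · Technique – fluorescence of released AMC, ex 355 nm, em 460 nm · Read-out basis – % inhibition of thrombin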
The depositor's hits bear a star; nt = not tested or not shown; [ ] = dose if it differs, or a comment. Random draw from the library; about 4.4% have a hit in one of these screens.

SMILES	Wee1 degr inh	KLK5 inh	FXIIa inh 1536	Furin inhibitor	p97 inhibitor	FXIa inh	PERK inhibitor	KCC2 mod	thrombin 1536
CCCc1nc(SCC(=O)Nc2ccccc2OC)c2c(=O)n(C)c(=O)n(C)c2n1	-1	7	6	-26	2	-3	0.5	-1.2	-4
Clc1ccc(-n2ncc3c(NCc4ccc5c(c4)OCO5)ncnc32)cc1	-1	-23	6	-5[20 µM]	-1	4	-0.8	-0.0046	1
Cc1cc(C)n(C(=O)Cc2cn3ccsc3n2)n1	1	4	-10	-17	2	-4	0.5	nt	1
CCC(=NCCN1CCNCC1)C1=C(O)CC(C)(C)CC1=O	0	-8	-5	-26	5	-6	0.7	-1.1	-10
CC(=O)C1C(=O)c2c(cccc2[N+](=O)[O-])C1=Nc1ccc(S(N)(=O)=O)cc1 (centres undefined)	0	2	4	-7	7	-2	0.6	nt	-2
COC(=O)c1ccccc1NC(=O)CSc1nncn1C	0	-3	7	-15	4	2	0.5	0.41	-1
CCOC(=O)c1ccccc1NC(=O)CN(c1ccccc1C)S(C)(=O)=O	-1	3	7	-13[20 µM]	-6	-4	-2.8	nt	-1
CC(C)CCn1c(Oc2ccc(Cl)cc2)nc2c1c(=O)n(C)c(=O)n2C	1	-5	-3	-12[20 µM]	-5	-8	1.9	nt	-3
CCOC(=O)c1nnn(-c2nonc2-n2cccc2)c1CCl	2	-1	13	-16[20 µM]	2	2	0.3	0.19	1
CCCCCc1nnc(NC(=O)CS(=O)(=O)Cc2ccccc2)s1	-3	15	22	-10[20 µM]	0	9	0.3	0.078	0
O=C(O)/C=C/C(=O)NC1CCC(CC2CCC(NC(=O)/C=C/C(=O)O)CC2)CC1 (centres undefined)	-1	4	5	-22	4	-3	0.9	nt	-1
CCOC(=O)c1ccc(N2N=C(C)/C(=C/C=C/c3ccco3)C2=O)cc1	-3	-11	29	-15[20 µM]	0	22	-0.2	-0.94	1
Cc1ccc(NC(=O)c2cccs2)cc1S(=O)(=O)N(C)C	2	-17	14	-8	2	7	0.4	0.3	-4
CCC(=O)c1ccc(OCC(O)CN(CCc2ccccc2)Cc2ccccc2)cc1 (centres undefined)	0	-12	6	-7[20 µM]	-4	-2	-0.7	nt	-3
O=C(CCCN1C(=O)c2ccccc2C1=O)Nc1nnc(C2CC2)s1	4	0	10	-29	3	-6	0.2	-0.84	-23
CCCn1nc([N+](=O)[O-])c(C(C#N)c2nc3ccccc3o2)c(Cl)c1=O (centres undefined)	2	8	10	-6	2	24	0.5	-6.6*	-1
O=C(Nc1nc(-c2ccncc2)cs1)C1COc2ccccc2O1 (centres undefined)	-2	0	10	-8	-9	20	-0.7	-0.14	-1
O=[N+]([O-])c1nn(-c2ccccc2)[n+]([O-])c1N1CCN(c2ccccc2)CC1	3	0	5	-9	-5	-5	0.3	-1.4	-11
CCN(CC)c1nc(N2CCOCC2)c(C#N)c2c1CN(C)CC2	4	-7	12	-10	-5	1	-1.0	0.45	4
Cn1c(CN2CCOCC2)c(C#N)c2ccccc21	-2	2	9	-22	8	5	1.1	nt	1
CCCC(C)C(=O)Nc1ccc(S(N)(=O)=O)cc1 (centres undefined)	0	-1	nt	-11	3	-2	-0.7	2.7	-7
CC(C)CN1CCN(Cc2cnc(N3CCOCC3)s2)CC1CCO (centres undefined)	0	1	7	-18	5	-1	0.4	-0.16	-8
Nc1nc(CSc2ncn(-c3ccccc3)n2)cs1	1	13	-1	-27[20 µM]	7	-3	1.6	-0.08	-5
COc1ccc(NC2C=CS(=O)(=O)C2)c(OC)c1 (centres undefined)	2	-9	-4	-16[20 µM]	3	-4	1.7	-0.54	2
CCOC(=O)c1c(C)[nH]c(C)c1C(=O)COc1ccc(NC(=O)c2ccco2)cc1	-2	-8	7	1[20 µM]	-2	-2	0.2	1.8	-6

The listing continues:
SMILES	Wee1 degr inh	KLK5 inh	FXIIa inh 1536	Furin inhibitor	p97 inhibitor	FXIa inh	PERK inhibitor	KCC2 mod	thrombin 1536
CN1C(=O)C2(c3ccccc31)c1c(oc3ccccc3c1=O)C(=O)N2CCO (centres undefined)	-1	-1	9	-19	4	-2	-0.6	-0.61	-1
Cc1cc(N=Cc2c(O)n(-c3cccc(C(F)(F)F)c3)c(=O)c3ccccc23)no1	-2	-11	13	-29	2	8	0.4	-0.13	-2
CCN1C(=O)CC(NCc2ccc3c(c2)OCO3)C1=O (centres undefined)	-1	-6	2	-15[20 µM]	2	-2	-0.4	0.02	-3
Cc1sc2nc(COC(=O)c3ccc(O)cc3)[nH]c(=O)c2c1C	-2	-4	1	-12	7	-3	-1.1	nt	-6
O=C1CN(C(=O)COC(=O)c2cnc(Cl)c(Cl)c2)c2ccccc2N1	-4	-7	0	-16	2	-12	0.3	0.26	-24
CCc1c(C)sc(NC(=O)Cn2nc(C(F)(F)F)c3c2CCCC3)c1C#N	3	22	18	-18[20 µM]	-1	13	0.1	nt	20
Cc1ccc(-n2c(SCC(=O)NCc3ccco3)nc3sc4c(c3c2=O)CC(C)(C)SC4)cc1	-1	-2	-13	3[20 µM]	3	-15	-0.2	-0.17	-7
COc1ccc2nnc(-c3ccc(C(F)(F)F)cc3)n2n1	-2	2	13	-31	2	1	0.1	-1.2	1
OCCNC1=NCCN1	-1	16	4	-32	2	-5	0.7	nt	-4
O=C1c2cccc3c(Cl)ccc(c23)C(=O)N1O	-5	-2	10	-7	6	4	1.0	0.041	3
Cc1ccc(-n2cc(CN3CCN(Cc4nccn4C)CC3)c(-c3cccc(C)c3)n2)cc1	-1	1	8	-15	-5	-2	-0.4	0.12	-8
Clc1cccc(-c2nc(NCCN3CCOCC3)c3ccccc3n2)c1	0	2	11	-26	0	2	0.4	0.94	1
Cc1ccc(N(C(C)C(=O)O)S(=O)(=O)c2cccnc2)cc1 (centres undefined)	nt	-5	10	-11	nt	-1	nt	0.21	-9
CC1(C)CNC(=O)c2sc(N3CCOCC3)nc2C1	-2	-1	5	-17[20 µM]	4	-2	-1.2	nt	0
CCOC(=O)C1=C(C)N=c2s/c(=C3\C(=O)Nc4ccccc43)c(=O)n2C1c1ccc2c(c1)OCO2 (centres undefined)	0	7	21	-26[20 µM]	5	13	1.1	nt	7
CCOc1ccccc1NC(=O)CC1Nc2ccccc2NC1=O (centres undefined)	-1	-6	12	-13[20 µM]	3	7	0.7	2.5	2
O=C(Nc1nc2c(F)cc(F)cc2s1)c1ccccn1	3	-25	-7	-22	0	-4	-0.2	23*	-6
COc1ccc(-c2noc(-c3ccoc3C)n2)cc1OC	5	5	6	-6	-10	-2	-0.4	0.42	-10
COCCNC(=O)c1cnn2c(C(F)(F)F)cc(-c3ccc4c(c3)OCO4)nc12	-4	-6	11	-32	5	-4	-0.6	0.19	-3
CCCCCCCN(C(=O)CCl)c1ccccc1C	4	-2	3	-7	-2	7	0.7	-0.38	-6
CCOc1ccc(-n2cnnn2)cc1S(=O)(=O)N1CCCCC1	-1	5	-4	-28	-2	-23	0.6	nt	-2
CCCn1nnnc1NC(=O)c1ccc(C)cc1Cl	4	8	1	-17[20 µM]	-4	-5	0.9	2	1
CCn1c(N2CCN(S(=O)(=O)CC)CC2)nc2ccccc21	-3	-5	4	-20	-1	-6	-0.7	nt	-9
O=S(=O)(c1cccc(F)c1)N1CCC(CO)(Cc2cccc(F)c2)CC1	7	-10	4	-13	-6	-6	-0.9	0.036	18
O=C(NCCCO)c1nnc(Cc2c(F)cccc2Cl)o1	7	0	-3	-15[20 µM]	2	-13	0.3	nt	-7

More entries:
SMILES	Wee1 degr inh	KLK5 inh	FXIIa inh 1536	Furin inhibitor	p97 inhibitor	FXIa inh	PERK inhibitor	KCC2 mod	thrombin 1536
O=[N+]([O-])c1ccccc1/C=C/C=N/N1CCCCC1	6	1	9	-19	-2	1	0.7	-0.0086	0
CCCCCCCCCCSc1n[nH]c(N)n1	-2	-8	11	-13	0	4	0.7	-0.052	-2
COc1c2c(cc3oc(=O)ccc13)OC(C)(C)C=C2	nt	3	6	-22	nt	4	nt	-0.66	3
COc1ccc(C(=O)c2nccc3ccccc23)cc1	10*	-4	1	-19	7	-2	-0.1	-1.5	-1
O=C(N/N=C/c1c[nH]c2ccccc12)C1CC1(c1ccccc1)c1ccccc1 (centres undefined)	1	7	-6	0	-2	-8	-1.3	0.86	-5
O=C(CSC1CN(C(c2ccccc2)c2ccccc2)C1)N/N=C/c1ccc(Cl)cc1Cl	-2	1	7	7	-3	2	0.0	-0.047	-3
O=C(COc1ccc(Cl)cc1)NNC(=O)CSc1nncs1	-2	-1	6	-28	3	-1	1.0	0.0069	0
O=C(CN1CCN(c2ccccc2F)CC1)c1ccc2cc[nH]c2c1	1	-1	9	-4	-7	-3	0.4	0.95	-7
Cc1ccc2cc(/C=N/NC(=O)[C@H]3C[C@@H]3c3ccccc3)c(Cl)nc2c1	-3	-2	9	-11	-5	5	0.7	-0.93	2
COc1ccc2c(c1)N(C(=O)CN1C(=O)C3CCCCC3C1=O)C(C)(C)C=C2C (centres undefined)	-1	-2	9	-17[20 µM]	-2	6	-1.2	0.0044	3
O=C(c1ccc([N+](=O)[O-])cc1)N1CCN(c2cccc3[nH]ccc23)CC1	2	-2	3	-4	4	-5	-0.4	0.4	-2
Cc1ccc(C(=O)Nc2ccc(N3CCCC3)cc2)cc1	3	0	8	-24	1	-1	1.8	0.23	2
Nc1nc2c(c(=O)[nH]1)C(c1cccc3ccccc13)C1=C(N2)c2ccccc2C1=O (centres undefined)	7	-3	5	-19	10	1	0.5	-1.3	-7
Cc1onc(-c2ccccc2Cl)c1C(=O)NC(=S)NCc1cccnc1	-4	12	10	-2	-5	4	-0.4	1.9	1
O=C(Cn1ncc(N2CCCC2)c(Cl)c1=O)c1ccc(Cl)cc1	8	-12	5	-17	1	5	0.5	-1.9	1
COC(=O)Cn1nnc2c(cnn2-c2ccccc2)c1=O	1	7	11	-23	2	0	1.2	0.032	-9
CC(=O)Nc1ccc(NC(=S)NC(=O)/C=C/c2ccc(Cl)cc2)cc1	-1	-18	-7	-12	6	-9	-0.1	0.13	-6
CC(C)c1ccc2[nH]c(O)c(N=NC(=O)c3cccc(S(=O)(=O)Nc4cccc(Cl)c4)c3)c2c1	11*	5	8	2	8	4	2.0	nt	2
CC(C)CNC(=O)NC(=O)COC(=O)Cn1cnc2ccccc2c1=O	-1	1	2	-29	-1	-1	1.2	0.3	-4
Cc1cccc(C)c1NC(=S)NCc1ccccc1	-1	5	11	-42	3	1	0.8	0.38	7
CN(C)c1nc(NCc2ccccc2)nc(SCC(=O)Nc2ccccc2Cl)n1	-3	-7	9	-17	1	13	0.0	-0.74	-2
CN1CCN(C2=NC3(CCCC3)C(C#N)C(=O)N2)CC1 (centres undefined)	3	-4	15	-4	-2	8	-0.2	0.64	-1
CCOC(=O)Nc1cc2c(cc1C(C)=O)OCO2	-2	-12	3	-19[20 µM]	0	3	0.6	-0.18	2

Profiles as entered above. Order of values: Wee1 degr inh	KLK5 inh	FXIIa inh 1536	Furin inhibitor	p97 inhibitor	FXIa inh	PERK inhibitor	KCC2 mod	thrombin 1536
Cc1cccc(C)c1NC(=S)NCc1ccccc1 is entered as -1	5	11	-42	3	1	0.8	0.38	7
O=C(COc1ccc(Cl)cc1)NNC(=O)CSc1nncs1 is entered as -2	-1	6	-28	3	-1	1.0	0.0069	0
COc1c2c(cc3oc(=O)ccc13)OC(C)(C)C=C2 is entered as nt	3	6	-22	nt	4	nt	-0.66	3
CC(=O)Nc1ccc(NC(=S)NC(=O)/C=C/c2ccc(Cl)cc2)cc1 is entered as -1	-18	-7	-12	6	-9	-0.1	0.13	-6
CN1CCN(C2=NC3(CCCC3)C(C#N)C(=O)N2)CC1 (centres undefined) is entered as 3	-4	15	-4	-2	8	-0.2	0.64	-1

High-throughput results (PubChem)
